EPAC2 agonist: EPAC2 (human) agonism; 0.079% of 360,000 active; EPAC2 activation, biochemical qHTS; response scale: 100% = 6.5 mM cAMP response; Potency, µM (top dose mostly 154 µM), for the others: at the top dose activation, actives largely listed as activators; Q8WZA2; further: potency means the concentration at half of the fitted maximal effect; nearly all actives have a fitted effect of over 50% in size
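Exchange assay: 100 nM EPAC2 with 250 nM Rap1B-BODIPY-GDP and 50 uM GDP. Fluorescence (ex 480/em 540 nm) read every 5 min for 30 min at room temperature. Data normalized to 6.5 mM cAMP as agonist control.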
aSyn rescue: alpha-synuclein toxicity inhibition in yeast | Yeast expressing alpha-synuclein, growth rescue, BacTiter-Glo, 24 h | Potency, µM (titrated, usually from 46.1 µM), inactives show at the top dose growth rescue (activation), usual class: activators | 0.14% of 370,000 active; further: potency means the concentration at half of the fitted maximal effect; % of control where 0% means no effect; nearly all actives have a fitted effect of over 65% in size
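Rescue of yeast growth: cells expressing toxic alpha-synuclein, induced in galactose at OD600 0.02, incubated with compound 24 h at 30 C. ATP luminescence quantified growth; inhibitors of toxicity appear as activators.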
TDP-43 yeast inh: rescues yeast growth from TDP-43 toxicity; TDP-43 expressing yeast growth rescue, BacTiter-Glo, 24 h; Potency, µM (titrated, usually from 46.1 µM), without a hit: top-dose growth rescue (activation), actives largely listed as activators; 1.8% of 410,000 active; AID 652104; further: potency means the concentration at half of the fitted maximal effect; % of control where 0% means no effect; nearly all actives have a fitted effect of over 50% in size
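Growth rescue of TDP-43-toxic yeast measured as ATP luminescence (BacTiter-Glo). Cells grown to mid-log in raffinose, induced in galactose at OD600=0.02, exposed to compound 24 hr at 30 deg C.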
Abeta rescue: compounds reversing amyloid beta toxicity in yeast; yeast expressing A-beta42, growth rescue, OD600, 48 h; response scale: 0% DMSO, 100% iron-clioquinol control; Potency, µM (highest dose often 46.1 µM), without a hit: at the top dose growth rescue, actives largely listed as activators; 0.063% of 410,000 active; AID 1347071; further: potency means the concentration at half of the fitted maximal effect; nearly all actives have a fitted effect of over 55% in size
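Growth rescue measured by 600 nm absorbance after 48 h yeast culture at 30 C with compound. Values normalized between DMSO and an equimolar ferric chloride plus clioquinol control.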
FUS suppressor: FUS proteinopathy suppression in yeast; 0.24% of 390,000 active; Potency, µM (titrated, usually from 76.6 µM), for the others: at the top dose growth rescue (activation), most hits filed as activators; S. cerevisiae FUS-expressing, growth rescue, OD600, 24 h;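 further: potency means the concentration at half of the fitted maximal effect; plate controls were DMSO vehicle for no effect and reference control for full effect; nearly all actives have a fitted effect of over 55% in size; some results filed as inactive show a strong effect at the top dose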
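Galactose (2%) drives FUS expression in yeast precultured in raffinose; seeding density OD 0.005. Test compounds incubated 24hr at 30C and 99% humidity before absorbance at 600 nm was measured.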
DRD3 agonist: D3 dopamine receptor (human) agonism; D3R DiscoveRx beta-arrestin cells, luminescence, 90 min; max activation, %; 0.58% of 410,000 active; AID 652048; in the data active means max activation above about 30%; further: 0% is about no effect; mostly tested at two doses, the higher about 12 µM
Target sequence (P35462 whole entry, looked up): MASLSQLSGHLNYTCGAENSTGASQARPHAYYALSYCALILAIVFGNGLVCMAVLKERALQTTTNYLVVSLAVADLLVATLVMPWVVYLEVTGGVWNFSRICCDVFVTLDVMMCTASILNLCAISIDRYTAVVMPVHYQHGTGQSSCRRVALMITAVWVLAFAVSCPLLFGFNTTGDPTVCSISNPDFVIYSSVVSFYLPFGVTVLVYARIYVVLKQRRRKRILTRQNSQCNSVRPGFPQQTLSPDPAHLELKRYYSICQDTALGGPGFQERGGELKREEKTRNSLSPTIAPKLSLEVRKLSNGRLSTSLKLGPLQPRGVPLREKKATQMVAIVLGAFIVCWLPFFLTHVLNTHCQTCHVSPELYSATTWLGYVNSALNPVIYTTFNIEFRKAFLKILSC
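Agonist-mode cell screen: cells plated at 1500/well and incubated overnight at 37 °C, then exposed to library compounds for 90 min at 37 °C. Detection reagent was added for 30–60 min at room temperature, and luminescence was read.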
EPAC2 antag: antagonists of human EPAC2; Q8WZA2; EPAC2 GEF exchange of Rap1B-BODIPY-GDP, fluorescence; Potency, µM (highest dose often 114 µM), for inactives: at the top dose activity, negative = inhibition, usual class: inhibitors; 0.18% of 360,000 active; further: potency means the concentration at half of the fitted maximal effect; on the % scale 0 is the no-effect control and ±100 the full control effect; nearly all actives have a fitted effect of over 45% in size; many of its hits are not listed in these tables
D3 antag: antagonists of human D3 dopamine receptor | D3R cells, DiscoveRx beta-arrestin luminescence, antagonist mode; hits give low values | max response, negative = inhibition, % | 2.5% of 360,000 active | P35462; in the data active means max response below about -50%; inconclusive means no clear call, values can overlap the other calls; further: on the % scale 0 is the no-effect control and ±100 the full control effect; mostly tested at two doses, the higher about 12 µM
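Cells expressing the human receptor were seeded at 1500 cells/well, incubated overnight at 37 degrees C in 5% CO2, then exposed to library compounds with dopamine controls for 90 minutes at 37 degrees C before luminescent detection.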
The depositor's hits bear a star; & = joins results of further samples; [ ] = remark or other dose. Unless noted, the call rests on the fitted dose curve; in most records, active means well fitted curve in the direction sought with a large enough effect; inconclusive means small, poorly fitted or top-dose-only effect, or another doubt; inactive means no such curve, though single readings can be large; an effect the other way counts as inactive or inconclusive. Only part of the results is shown, so the mix of outcomes need not match the whole.

Results for COC(=O)CC1(C(=O)OC)Oc2ccccc2C(=O)N1c1ccc(F)cc1F (stereo not given) ?
EPAC2 agonist: -7%; aSyn rescue: -4%; TDP-43 yeast inh: -20%; Abeta rescue: 2%; FUS suppressor: -15%; DRD3 agonist: 5; EPAC2 antag: 5%; D3 antag: 5

What do the screens show for `CCOC(=O)c1c(C)[nH]c(C)c1S(=O)(=O)NCC(=O)Nc1cc(C)ccc1OC`?
TDP-43 yeast inh: 18%; Abeta rescue: -2%; FUS suppressor: 12%; DRD3 agonist: -2

Results for COc1cc(NC(=O)C2CCN(S(=O)(=O)c3ccc4c(c3)CC(C)N4C(C)=O)CC2)cc(OC)c1OC (stereo not given) ?
EPAC2 agonist: 4%; aSyn rescue: 1%; TDP-43 yeast inh: -12%; Abeta rescue: 9%; FUS suppressor: 22%; DRD3 agonist: 3; EPAC2 antag: 2%; D3 antag: 12

Results for COc1ccc(NC(=O)c2ccco2)cc1NC(=O)c1ccccc1[N+](=O)[O-] ?
EPAC2 agonist: -2%; aSyn rescue: 0%; TDP-43 yeast inh: 0%&-4%; Abeta rescue: -4%&-11%; FUS suppressor: 8%&8%; DRD3 agonist: -4&-14; EPAC2 antag: -4%; D3 antag: -7

How did COc1ccc(Cl)cc1NC(=O)C/C(C)=N/NC(=O)CC#N do in these assays?
EPAC2 agonist: 2%; aSyn rescue: -9%; TDP-43 yeast inh: -2%; Abeta rescue: -4%; FUS suppressor: 12%; DRD3 agonist: 1; EPAC2 antag: 4%; D3 antag: -13

What do the screens show for `C[C@@H](C(=O)N[C@@H](Cc1ccccc1)C(=O)O)n1nnc2ccccc2c1=O`?
EPAC2 agonist: 7%; aSyn rescue: -6%; TDP-43 yeast inh: -14%; Abeta rescue: -23%; FUS suppressor: -40%; DRD3 agonist: -6; EPAC2 antag: 24%; D3 antag: 7

How did O=S(=O)(Nc1cc(S(=O)(=O)N2CCOCC2)ccc1N1CCOCC1)c1ccc2c(c1)OCCO2 do in these assays?
EPAC2 agonist: 10%; aSyn rescue: 3%; TDP-43 yeast inh: 11%; Abeta rescue: 0%; FUS suppressor: 12%; DRD3 agonist: 0; EPAC2 antag: 3%; D3 antag: 6

Results for CC(NC(=O)COC(=O)c1ccccc1O)C1CC2CCC1C2 (stereo not given) ?
EPAC2 agonist: 9%; aSyn rescue: -1%; TDP-43 yeast inh: 9%; Abeta rescue: -20%; DRD3 agonist: -15; EPAC2 antag: 5%; D3 antag: 5

Results for CCc1cccc(C)c1NC(=O)CN1C(=O)C2(SCC(=O)N2c2cccc(F)c2)c2ccccc21 (stereo not given) ?
aSyn rescue: 4%; TDP-43 yeast inh: 4%; Abeta rescue: 0%; FUS suppressor: 4%; DRD3 agonist: -2

What do the screens show for `O=C(NCCSc1ccccc1)c1cccnc1`?
EPAC2 agonist: -1%; aSyn rescue: 0%; TDP-43 yeast inh: -14%; Abeta rescue: 6%; FUS suppressor: 8%; DRD3 agonist: -3; EPAC2 antag: -1%; D3 antag: 10

Results for Cc1nc(NC(=O)COc2ccccc2)sc1C(=O)Nc1ccccc1 ?
EPAC2 agonist: -1%; aSyn rescue: 1%; TDP-43 yeast inh: -16%; Abeta rescue: 14%; FUS suppressor: 27%; DRD3 agonist: 8; EPAC2 antag: 3%; D3 antag: 10

What do the screens show for `CC(=O)Nc1cc(-c2ccc(CO)cc2)cn2c(-c3ccc(F)c(Cl)c3)cnc12`?
EPAC2 agonist: 12%; aSyn rescue: -8%; TDP-43 yeast inh: 21%; Abeta rescue: -8%; FUS suppressor: 45%; DRD3 agonist: -1; EPAC2 antag: 5%; D3 antag: -8

How did COc1ccc(N=C2C(=O)N3c4c(cccc42)C(C)=CC3(C)C)cc1 do in these assays?
EPAC2 agonist: 1%; aSyn rescue: 10%; TDP-43 yeast inh: 15%; Abeta rescue: 7%; DRD3 agonist: -28; EPAC2 antag: -14%; D3 antag: -50*

What do the screens show for `COc1ccc(S(=O)(=O)N2CCC(C(=O)NCCC(=O)NCc3cccc(OC)c3)CC2)cc1`?
EPAC2 agonist: 5%; aSyn rescue: 0%; TDP-43 yeast inh: 0%; Abeta rescue: -8%; FUS suppressor: 15%; DRD3 agonist: 0; EPAC2 antag: 4%; D3 antag: 6

Results for COc1ccccc1N(Cc1cc2cccc(C)c2[nH]c1=O)C(=O)c1cccc(Cl)c1 ?
TDP-43 yeast inh: inconclusive; Abeta rescue: -25%; FUS suppressor: 9%; DRD3 agonist: 1

What do the screens show for `COc1ccc(OC)c(NC(=O)CSc2nc(N)c(-c3ccccc3)c(=O)[nH]2)c1`?
EPAC2 agonist: 2%; aSyn rescue: 2%; TDP-43 yeast inh: 1%; Abeta rescue: -16%; FUS suppressor: -12%; DRD3 agonist: 1; EPAC2 antag: -2%; D3 antag: 43

Results for Cc1ccc(-c2nc3ccccc3[nH]2)cc1NC(=O)COc1cccc(C)c1C ?
aSyn rescue: -17%; TDP-43 yeast inh: inconclusive; Abeta rescue: -43%[inhibitor]; FUS suppressor: -15%; DRD3 agonist: 7

Results for CCCCOc1ccc(C(=O)NNC(=O)C2C3C=CC(C3)C2C(=O)O)cc1 (stereo not given) ?
EPAC2 agonist: 1%; aSyn rescue: -4%; TDP-43 yeast inh: -9%; Abeta rescue: -20%; FUS suppressor: 22%; DRD3 agonist: 8; EPAC2 antag: 3%; D3 antag: 2

Results for COc1ccc(CSC(=N)N)cc1[N+](=O)[O-] ?
EPAC2 agonist: 40%[15.6 µM]; aSyn rescue: -9%; TDP-43 yeast inh: -14%; Abeta rescue: 2%; FUS suppressor: 11%; DRD3 agonist: -13; EPAC2 antag: 3%; D3 antag: 14

How did COCCNC(=O)C1(C)CCCN(C(=O)c2ccc(C)c(F)c2)C1 (stereo not given) do in these assays?
EPAC2 agonist: 7%; aSyn rescue: 0%; TDP-43 yeast inh: 17%; Abeta rescue: -1%; FUS suppressor: 4%; DRD3 agonist: 7; EPAC2 antag: 5%; D3 antag: 0

How did CC1(C)CC(=O)C2=C(C1)N=C1SCCC(=O)N1C2c1ccccc1 (stereo not given) do in these assays?
EPAC2 agonist: 7%; aSyn rescue: 1%; TDP-43 yeast inh: -19%; Abeta rescue: -34%; FUS suppressor: 60%; DRD3 agonist: -2; EPAC2 antag: -6%; D3 antag: -53*

Results for CCCOc1ccccc1NC(=O)c1ccc(N)cc1 ?
EPAC2 agonist: 1%; aSyn rescue: 1%; TDP-43 yeast inh: inconclusive; Abeta rescue: -26%; FUS suppressor: 34%; DRD3 agonist: -1; EPAC2 antag: 2%; D3 antag: 25

How did Cc1ccc(-c2c(C#N)c(N)n(-c3ccccc3C)c(=O)c2C#N)cc1 do in these assays?
EPAC2 agonist: 4%; aSyn rescue: -16%; TDP-43 yeast inh: 7%; Abeta rescue: -12%; FUS suppressor: -1%; DRD3 agonist: -9; EPAC2 antag: 1%; D3 antag: -12

How did O=C(NCCc1ccccc1)C1CCC(=O)N(Cc2cccc(C(F)(F)F)c2)C1 (stereo not given) do in these assays?
EPAC2 agonist: -1%; aSyn rescue: 0%; TDP-43 yeast inh: 27%; Abeta rescue: -1%; DRD3 agonist: -1; EPAC2 antag: -3%; D3 antag: -10

How did O=C(NC[C@H]1CCCO1)c1cccc2c1C(=O)c1ccc(-c3ccc(F)cc3OCc3ccccc3)cc1S2(=O)=O do in these assays?
EPAC2 agonist: 10%; aSyn rescue: inconclusive; TDP-43 yeast inh: -2%; Abeta rescue: 1%; FUS suppressor: 22µM*; DRD3 agonist: 3; EPAC2 antag: -7%; D3 antag: 89

How did CCSC1=NCCN1S(=O)(=O)c1ccc(NC(C)=O)cc1 do in these assays?
EPAC2 agonist: 5%; aSyn rescue: -4%; TDP-43 yeast inh: 8%; Abeta rescue: 11%; FUS suppressor: -32%; DRD3 agonist: -3; EPAC2 antag: -3%; D3 antag: -16

Results for CCN(Cc1ccccc1)C(=O)CC1Oc2ccccc2NC1=O (stereo not given) ?
EPAC2 agonist: 6%; aSyn rescue: 3%; TDP-43 yeast inh: 28%; Abeta rescue: 15%; FUS suppressor: -6%; DRD3 agonist: 2; EPAC2 antag: -13%; D3 antag: 61

Results for Cc1ccc(OCCC(=O)Nc2ccc(C)c(F)c2)cc1 ?
EPAC2 agonist: -5%; aSyn rescue: -1%; TDP-43 yeast inh: 4%; Abeta rescue: 12%; FUS suppressor: -25%; DRD3 agonist: 3; EPAC2 antag: -7%; D3 antag: 9

What do the screens show for `CC1(C)CC(NC(=O)CC2CCCCC2)CC(C)(C)N1`?
EPAC2 agonist: 0%[15.6 µM]; aSyn rescue: 1%; TDP-43 yeast inh: 1%; Abeta rescue: 8%; FUS suppressor: -20%; DRD3 agonist: 0; EPAC2 antag: 5%; D3 antag: -19

How did CN(C)c1cc(-c2ccccc2)nc(-c2ccccc2)n1 do in these assays?
EPAC2 agonist: 2%; aSyn rescue: 0%; TDP-43 yeast inh: 19%; Abeta rescue: 0%; FUS suppressor: -33%; DRD3 agonist: 2; EPAC2 antag: -4%; D3 antag: 17

For reference, 2 of the compounds above.
What do the screens show for `CC1(C)CC(NC(=O)CC2CCCCC2)CC(C)(C)N1`?
EPAC2 agonist: 0%[15.6 µM]; aSyn rescue: 1%; TDP-43 yeast inh: 1%; Abeta rescue: 8%; FUS suppressor: -20%; DRD3 agonist: 0; EPAC2 antag: 5%; D3 antag: -19

How did CN(C)c1cc(-c2ccccc2)nc(-c2ccccc2)n1 do in these assays?
EPAC2 agonist: 2%; aSyn rescue: 0%; TDP-43 yeast inh: 19%; Abeta rescue: 0%; FUS suppressor: -33%; DRD3 agonist: 2; EPAC2 antag: -4%; D3 antag: 17

Other entries.
Results for CN(C(=O)Nc1ccccc1)C1CCCCC1 ?
EPAC2 agonist: 4%; aSyn rescue: -2%; TDP-43 yeast inh: 17%; Abeta rescue: 7%; FUS suppressor: 4%; DRD3 agonist: 4; EPAC2 antag: 16%; D3 antag: 21

Results for Cc1ccsc1C(=O)OCC(=O)Nc1sccc1C(N)=O ?
EPAC2 agonist: -2%; aSyn rescue: -9%; TDP-43 yeast inh: 9%; Abeta rescue: -11%; FUS suppressor: 49%; DRD3 agonist: 1; EPAC2 antag: -2%; D3 antag: 44

What do the screens show for `Cc1ccc(S(=O)(=O)N/N=C\c2cc3c(cc2Br)OCO3)cc1`?
EPAC2 agonist: -10%; aSyn rescue: -2%; TDP-43 yeast inh: -5%; Abeta rescue: 11%; FUS suppressor: 4%; DRD3 agonist: 16; EPAC2 antag: -2%; D3 antag: -10

What do the screens show for `O=C(CSc1nnc(-c2ccc(Cl)cc2)o1)Nc1ccc(F)cc1`?
TDP-43 yeast inh: 21%; Abeta rescue: -4%; FUS suppressor: -25%; DRD3 agonist: 3

Assay outcomes deposited in PubChem by National Center for Advancing Translational Sciences (NCATS).
